MmCpn inh: inhibitors of Methanococcus maripaludis chaperonin (MmCpn); purified Mm-Cpn ATPase, ADP Transcreener TR-FRET; Potency, µM (doses to about 76.9 µM), without a hit: at the top dose activity, negative = inhibition, actives largely listed as inhibitors; 330,000 compounds, 0.031% hits; AID 504842; also: potency is read from the fitted curve at half-maximal effect; % is scaled to controls: 0 for no effect and ±100 for the full control effect; nearly all actives have a fitted effect of over 80% in size
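ATPase read-out: TR-FRET ADP immunoassay (anti-ADP Eu cryptate vs ADP-d2), ex 320 nm, em 590/665 nm; signal drops as ADP forms. Enzyme 25 nM, ATP 10 uM, 30 min at 37°C after 10 min compound preincubation.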
Nrf2 ARE act: Nrf2 pathway activation | AREc32 ARE-luciferase reporter (MCF7-derived line), luminescence, 24 h | 410,000 compounds, 0.31% hits | Potency, µM (titrated, usually from 46.1 µM), for inactives: at the highest dose activation, hits mostly activators; also: potency is read from the fitted curve at half-maximal effect; % of control where 0% means no effect; nearly all actives have a fitted effect of over 65% in size
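Steps: seed AREc32_Fluc cells (1000/well, 5% FBS OPTI-MEM); incubate overnight at 37 deg C; add 23 nL compound; incubate 24 hr; add Steady-Glo; hold 30 min RT; read luminescence.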
A549 tox: counter-screen for Nrf2 inhibitors: cytotoxicity in A549 cells; 390,000 compounds, 0.16% hits; A549 ARE-Fluc cells, CellTiter-Fluor viability, 18-24 h; Potency, µM (titrated, usually from 46 µM), for the others: top-dose activity change, negative = cytotoxicity, usual class: inhibitors; AID 504648; also: potency is read from the fitted curve at half-maximal effect; % is scaled to controls: 0 for no effect and ±100 for the full control effect
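Cytotoxicity counterscreen: CellTiter-Fluor fluorescence was measured in A549 ARE_Fluc cells after 18-24 h of compound exposure in a concentration series. The subsequent BugLite luminescent read reports ARE-luciferase activity.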
pAkt inh: blocks phosphorylation of Akt. Neuro2A IGF-stimulated pAkt S473 HTRF, 20 min; hits give low values. activity change, % for hits at 50 µM. 360,000 compounds, 0.32% hits. AID 651550; in the data active = activity change below about -80%; inconclusive = mostly about -51% to -80%; also: % is scaled to controls: 0 for no effect and ±100 for the full control effect
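Neuro2A cells (4,500/well, DMEM with 0.5% FBS) were treated with compound at a single 50 µM final concentration, stimulated with 6 nM IGF for 20 min at 37 °C, and lysed. Phospho-Akt Ser473 was read by HTRF as 665/615 ratio ×10^4.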
HepG2 tox: kills HepG2 cells in TGF-b inhibitor counter-screen. 410,000 compounds, 0.76% hits. AID 588856. HepG2 CAGA-GFP viability, ATP luminescence, 18 h. Potency, µM (top dose mostly 46.1 µM), for inactives: top-dose activity change, negative = cytotoxicity, usual class: cytotoxic; also: potency is read from the fitted curve at half-maximal effect; some results filed as inactive show a strong effect at the top dose
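CellTiter-Glo luminescence gave cytotoxicity after 18 hours at 37 degrees C. The cells were HepG2 CAGA-GFP in 1% FBS DMEM, stimulated with 500 pg/mL TGF-beta after compound addition. %Activity was normalised to no-cell wells (complete cell-killing) and DMSO (no toxicity), and curves were fitted and classified.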
ATXN viability: reduces viability in counter-screen for ATXN expression inhibitors; S2 cells (HEK-293 line with an ATXN2-luciferase reporter) viability, CellTiter-Fluor protease fluorescence, 24 h; Potency, µM (titrated, usually from 56.7 µM), hits mostly cytotoxic; 400,000 compounds, 0.49% hits; AID 651635; also: potency is read from the fitted curve at half-maximal effect; nearly all actives have a fitted effect of over 40% in size
CCT chaperon mod: cytosolic chaperonin activity modulation; purified chaperonin ATPase assay, HTRF ADP detection, 30 min; AID 651819; 360,000 compounds, 0.3% hits; activity change, % (no concentration beside the values), hits read low; in the data active = activity change below about -30%; also: % is scaled to controls: 0 for no effect and ±100 for the full control effect
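First, chaperonin was dispensed at 40 nM or 20 nM final depending on batch activity. Next, compounds were pinned at 76 uM and ATP added at 10 uM. After 30 min at 37 °C, ADP detection reagents ran 30 min at ambient temperature.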
Nrf2 block: Nrf2 pathway inhibition; A549 ARE-Fluc reporter, luciferase luminescence, 18-24 h; Potency, µM (series often up to 46 µM), for inactives: at the highest dose activity change, negative = inhibition, usual class: inhibitors; 360,000 compounds, 2.1% hits; also: potency is read from the fitted curve at half-maximal effect; % is scaled to controls: 0 for no effect and ±100 for the full control effect; nearly all actives have a fitted effect of over 60% in size
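Nrf2 activity is the BugLite luminescence, read 15 min after reagent at room temperature, following CellTiter-Fluor cytotoxicity readout (30 min, 37C). Compound titrations were applied for 18-24 h to 5000 A549 ARE_Fluc cells/well in 5% FBS OPTI-MEM.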
TGFb SMAD3 inh: TGF-b pathway inhibition | HepG2 CAGA-GFP TGF-b/SMAD3 reporter, GFP fluorescence, 18 h; TGF-beta stimulated, 500 pg/mL final | Potency, µM (titrated, usually from 46.1 µM), inactives show top-dose activity, negative = inhibition, actives largely listed as inhibitors | 410,000 compounds, 1.2% hits | AID 588855; also: potency is read from the fitted curve at half-maximal effect; % is scaled to controls: 0 for no effect and ±100 for the full control effect; nearly all actives have a fitted effect of over 65% in size
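Read-out: total well GFP (ex488/em500-530) summed from mean per-cell fluorescence. Cells: HEPG2 CAGA-GFP, 1% FBS DMEM, 18 h at 37 degrees C with 500 pg/mL final TGF-beta. Unstimulated wells served as the full-inhibition control; stimulated DMSO wells = 0%.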
The depositor's hits bear a star; i = inactive; ? = inconclusive; / = no result given; [ ] = remark or other dose. Unless noted, calls follow the shape of the dose curve; as a rule, active = well fitted curve in the direction sought with a large enough effect; inconclusive = small, poorly fitted or top-dose-only effect, or another doubt; inactive = no such curve, though single readings can be large; an effect the other way counts as inactive or inconclusive.

Results follow in this order: MmCpn inh, Nrf2 ARE act, A549 tox, pAkt inh, HepG2 tox, ATXN viability, CCT chaperon mod, Nrf2 block, TGFb SMAD3 inh
- COC(=O)C1CCN(C(=O)COC(=O)CC(NC(N)=O)c2ccc(Cl)cc2)CC1 (centres undefined)
 : -1%, -0.2%, 2%, i, 0%, i, -0.7, -19%, -5%
- COc1ccc(CCNC(=O)/C(=C/c2cccnc2)NC(=O)c2ccccc2)cc1OC
 : 1%, 1.9%, 1%, i, 7%, i, 0.6, -5%, 2%
- CCC(=O)Oc1ccc(C(=O)Nc2cccc(C(=O)NC(C)(C)C)c2)cc1
 : 1%, 0.2%, 1%, i, -5%, i, 2.9, 20%, -2%
- CN(C)c1nc2c(c(=O)[nH]c(=O)n2C)n1CCCc1ccccc1
 : 2%, 6.2%, 2%, i, 4%, i, 1.4, -1%, -9%
- O=C(NCc1nnnn1-c1ccc(F)c(F)c1)c1ccc2c(c1)OCO2
 : 0%, 0.3%, 2%, i, 3%, i, 1.9, 10%, 17%
- COc1ccc(CCC(C(O)C(F)(F)F)S(=O)c2ccccc2)cc1 (centres undefined)
 : 0%, 0.6%, 3%, i, -15%, i, -3.5, 7%, -8%
- N#Cc1c(-c2ccccc2)nc(SCC(=O)N(c2ccccc2)c2ccccc2)[nH]c1=O
 : -11%, -1.3%, -1%, i, 10%, i, -0.5, 10%, -6%
- CC1(C)CC(NC(=O)c2ccccn2)CC(C)(C)N1O
 : 0%, -1.1%, -2%, i, 22%, ?, 1.0, -6%, 33%[activator]
- Cc1cc(C)c(C)c(OCCCOc2cccc3cccnc23)c1
 : 1%, 2.5%, -1%, i, -23%, i, -3.4, 5%, ?
- CCCc1ccc(OCC(=O)Nc2sc3c(c2C(=O)OCC)CCC(C(C)(C)C)C3)cc1 (centres undefined)
 : /, 0.2%, 3%, /, -29%, i, /, 4%, -18%
- Cc1ccc(-c2nnc(Nc3ccc(O)cc3)c3ccccc23)cc1S(=O)(=O)NC(C)(C)CO
 : /, 3.6%, 10%, /, -40%, ?, /, -21%, ?
- COc1ccc(S(=O)(=O)N2CCCC(C(=O)NCc3cccnc3)C2)cc1C (centres undefined)
 : /, -0.6%, /, i, 4%, i, 0.6, /, 2%
- CCc1nc2c(OCc3cc(Cl)cc(Cl)c3)cccn2c1N(C)C(=O)CC(C)C
 : /, 4.5%[9.22 µM], /, i, -52%, ?, -1.5, /, ?
- C[C@H](CO)N1C[C@H](C)[C@@H](CN(C)S(=O)(=O)c2cn(C)cn2)Oc2ccc(NC(=O)Cc3ccccc3)cc2C1=O
 : 0%, -0.7%, -4%, i, -4%, i, -2.0, -1%, 10%
- Nc1ccccc1-c1n[nH]c(=S)s1
 : ?, 0.3%, 1%, i, -3%, i, 0.5, 13%, 1%
- COc1cc2[nH]c(=O)n(CCCCCC(=O)NCCc3c[nH]c4ccccc34)c(=O)c2cc1OC
 : 2%, 3.8%, 15%, i, -7%, i, -0.4, 8%, -16%
- Cc1ccc(C2C(/C=C3/SC(=S)NC3=O)=C(c3cccs3)Oc3ccccc32)cc1 (centres undefined)
 : 1%, 12%, 10µM*, i, -93%, i, -5.1, 13µM*, ?
- COCCc1nn2c(=O)cc(COC(=O)c3cc(OC)c(OC)c(OC)c3)nc2s1
 : -2%, 0.1%, 2%, i, -1%, i, -1.1, -9%, 9%
- CN(C)N1C(N)=C(C#N)C(c2ccc(F)cc2)C2=C1CCCC2=O (centres undefined)
 : -1%, 0.1%, -5%, i, -3%, i, -0.9, 8%, 0%
- O=C(NCC(=O)N1CCN(Cc2ccccc2)CC1)c1ccc(Br)cc1
 : 3%, -0.4%, -12%, i, -24%, i, -0.7, ?, -17%
- CSc1ncc(C(=O)Nc2ccc(Br)cn2)c(C)n1
 : -3%, 22%, -10%, i, -5%, i, -5.5, ?, -15%
- COc1ccc(S(=O)(=O)c2c(O)c3ccc(C(=O)NCc4ccc(F)cc4)cc3[nH]c2=O)cc1
 : /, -0.2%, 14%, /, 3%, i, /, ?, ?
- Cc1ccc(C(=O)/C=C\C(=O)c2ccc(C)cc2)cc1
 : 2%, 4.0%, 4%, i, -47%, i, 0.0, ?, ?
- C=CCN(Cc1ccc(Br)s1)C(=O)c1ccc(OCc2c(C)noc2C)cc1
 : /, 5.3%, /, i, -7%, i, 1.0, /, -4%
- O=C(OCC(=O)c1c[nH]c2ccccc12)c1cc(Br)ccc1O
 : -5%, 4.1%, -4%, i, -27%, i, 2.0, 7%, -28%
- CC(CCc1ccccc1)NC(=O)c1cc2sccc2n1C (centres undefined)
 : 1%, 2.7%, ?, i, -15%, i, 0.9, ?, -14%
- COc1cc(C#Cc2c(-c3cncn3C)n(C)c3ccc(-c4cnc(OC)nc4)cc23)cc(OC)c1
 : -20%, -1.2%, ?, i, -36%, i, 1.0, ?, ?
- COc1ccc(C(=O)N/N=C/c2ccc(OC(=O)c3cccs3)cc2)cc1
 : 0%, 2.7%, 10%, i, -40%, i, -0.6, 13%, 0%
- CC1CCCC/C1=N\NS(=O)(=O)c1ccc(Br)cc1 (centres undefined)
 : 0%, -0.8%, 1%, i, -14%, ?, -2.5, 3%, 4%
- CCn1nc(-c2ccccc2)c2nc3ccccc3nc21
 : 0%, 2.2%, 19%, i, 14%, /, -2.9, /, 56%[activator]
- OCC[C@@H]1C[C@@H](O)[C@H](O)[C@@]2(OCCc3ccccc32)O1
 : -4%, 0.2%, -2%, i, 5%, i, 1.2, 9%, 2%
- O=S(=O)(c1ccc(NC(=S)N/N=C/c2ccc(Oc3ccccc3)cc2)cc1)N1CCOCC1
 : 0%, -0.7%, 2%, i, 4%, i, -2.3, -6%, -2%
- CCCCCn1cc2c(c1-c1ccccc1Br)c(=O)n(C)c(=O)n2C
 : /, 5.7%, -12%, /, -18%, ?, /, -18%, ?
- Cc1ccc(-n2c(SCC(=O)Nc3ccc4c(c3)OCO4)nc3c([nH]c4ccccc43)c2=O)cc1
 : /, 1.2%, -4%, /, 3%, /, /, /, -2%
- Cc1cc(O)c(C(c2ccccc2Cl)N2CCN(c3ccccc3)CC2)c(=O)n1Cc1ccco1 (centres undefined)
 : /, -0.8%, 12%, /, 2%, /, /, /, -6%
- CCCOc1ccc(C(=O)N(Cc2ccco2)Cc2ccco2)cc1
 : /, 7.8%, 10%, /, 3%, /, /, 4%, -22%
- O=C(Nc1cccc(C(F)(F)F)c1)Nn1cnnc1
 : -2%, 0.1%, 1%, i, 0%, i, -1.1, 0%, 1%
- CC(C)c1nc2c(s1)CCc1onc(-c3cccc([N+](=O)[O-])c3)c1-2
 : 0%, -1.0%, 3%, i, -1%, i, -2.4, 18%, 2%
- CCOC(=O)N1CCC(N2Cc3cccc(C(=O)NCc4ccccn4)c3C2=O)CC1
 : 0%, 0.4%, 0%, i, -27%, i, -1.1, -1%, ?
- O=C(Nc1ccc(F)cc1)Nc1nnc(-c2ccncc2)s1
 : 1%, -0.4%, -11%, /, -26%, ?, -8.7, ?, ?
- CCN(CC(=O)NCc1ccc(F)cc1)C(=O)C1CCN(C(=O)Nc2ccccc2)CC1
 : 2%, -0.5%, -4%, i, 9%, i, 0.5, -8%, 6%
- COc1ccc(Nc2nc(N)c([N+](=O)[O-])c(N3CCN(C)CC3)n2)cc1
 : -2%, 4.7%, -10%, i, -6%, ?, 0.2, 1%, 0%
- CCCCNC(=O)CCCn1c(=O)c2ccccc2n(Cc2c(C)cc(C)cc2C)c1=O
 : /, -1.1%, 1%, /, -5%, i, /, -1%, 1%
- COC(=O)C1C(O)=C(C=NCC(C)N=CC2=C(O)C(C(=O)OC)C(C)(C)CC2=O)C(=O)CC1(C)C (centres undefined)
 : 1%, -0.1%, -7%, i, 3%, i, -3.7, -6%, 12%
- O=[N+]([O-])c1cccc(OCCN2CCC(Cc3ccccc3)CC2)c1
 : 0%, -0.6%, -2%, i, -31%, i, 0.2, -3%, -17%
- N#CC(c1ccc(Cl)cc1)(c1ncc(C(F)(F)F)cc1Cl)N1CCOCC1 (centres undefined)
 : 0%, 0.0%, ?, i, -24%, i, -0.6, 10%, 7%
- COc1cccc(-n2nnnc2SCC(=O)NC2CCCCC2)c1
 : 3%, -0.5%, -16%, i, -3%, ?, 0.3, 29%, 6%
- O=C(c1ccc(Cl)cc1)N1CCN(c2ccnc3cc(Cl)ccc23)CC1
 : -1%, 2.5%, ?, i, 2%, i, -0.4, 21µM*, ?
- Cc1ccc(C(=O)NC(=S)Nc2ccccc2C(F)(F)F)cc1
 : 1%, 2.6%, -3%, i, -8%, i, -5.5, -31%, -9%
- COC(=O)C1=CN(C)C=C(C(=O)OC)C1c1ccsc1
 : -3%, -0.3%, 9%, i, 9%, i, -0.1, 1%, 3%
- COc1ccc(-n2nnnc2-c2cccnc2)cc1
 : 0%, -0.4%, 3%, i, 0%, i, 0.3, 24%, -1%
- COc1cccc(/C=C/C2=CC(C)(C)NC(=S)N2)c1
 : -2%, 13%, 1%, i, 13µM*, i, -0.3, ?, -14%
- Cc1ccccc1NC(=O)OCCN1CCN(Cc2ccccc2)CCC1=O
 : 0%, -0.1%, -1%, i, -3%, i, -0.4, -8%, -9%
- CCOCCCNC(=O)c1ccc(Cn2c(=O)[nH]c3ccsc3c2=O)cc1
 : 2%, 0.3%, -10%, i, -29%, i, 0.0, 2%, 0%
- COc1ccccc1NS(=O)(=O)c1cccc(C(=O)NCC(C)(C)N2CCOCC2)c1
 : -1%, -0.4%, 0%, i, -3%, i, -1.0, -2%, 0%
- O=C(Nc1nc(-c2ccc(S(=O)(=O)N3CCCC3)cc2)cs1)c1cccs1
 : ?, 3.7%, -16%, i, -30%, ?, 0.8, /, 0%

Compound activity: PubChem BioAssay, National Center for Advancing Translational Sciences (NCATS)
